High-throughput results (PubChem)
mcGAS inh = inhibitors of mouse cGAS | inhibition, % at 12.5 µM | recombinant cGAS, Kinase-Glo ATP depletion luminescence | Q8C6L5 | actives 0.15% (n = 160,000);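 note: 0% = negative control wells and 100% = reference inhibitor with no enzyme activity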
NPYLR7 agonist = mosquito NPYLR7 agonism | actives 0.15% (n = 270,000) | activation, % at 10 µM | HEK293T NPYLR7/Galpha15, GCaMP6s calcium fluorescence; in the data active = activation above about 40%;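 note: 0% = vehicle and 100% = reference agonist at the receptor; some compounds past the cut are filed as inactive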
hcGAS lum = inhibitors of human cGAS. AID 1259398. Q8N884. recombinant h-cGAS, ATP depletion, Kinase-Glo luminescence. inhibition, % at 12.5 µM. actives 0.081% (n = 290,000);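 note: 0% = vehicle reaction and 100% = reaction without DNA for no activity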
Target sequence (Q8N884 whole entry, looked up): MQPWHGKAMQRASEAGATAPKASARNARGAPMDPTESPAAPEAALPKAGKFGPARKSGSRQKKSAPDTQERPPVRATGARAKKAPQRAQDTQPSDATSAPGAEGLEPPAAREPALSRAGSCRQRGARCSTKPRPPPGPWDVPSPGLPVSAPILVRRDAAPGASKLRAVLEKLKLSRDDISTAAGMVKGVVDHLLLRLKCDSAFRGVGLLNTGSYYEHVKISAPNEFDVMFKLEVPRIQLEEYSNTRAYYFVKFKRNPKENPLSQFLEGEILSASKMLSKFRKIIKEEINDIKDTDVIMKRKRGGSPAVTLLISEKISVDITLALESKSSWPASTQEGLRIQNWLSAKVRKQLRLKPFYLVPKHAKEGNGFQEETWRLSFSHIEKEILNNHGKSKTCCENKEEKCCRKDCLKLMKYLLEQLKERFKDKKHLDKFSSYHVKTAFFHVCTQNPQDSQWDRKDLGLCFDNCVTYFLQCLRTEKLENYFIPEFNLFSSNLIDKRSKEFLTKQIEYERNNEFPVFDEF
* hit, by the source's call; / = not tested or not shown; & = joins results of further samples. Cut-off read from the data, not from the text of the source, unless noted: active = inhibition above about 40%; inactive = the rest. Hits appear at their usual frequency; about 0.26% have a hit in one of these screens.

Molecule | mcGAS inh | NPYLR7 agonist | hcGAS lum
Cc1cc(CC(=O)N2CCOc3c(O)cc(-c4cccc(Cl)c4)cc3C2)on1 | / | 7.9 | -0.8
CC1(C(=O)NCC2CCCCC2)CCCCC(=O)N1 (stereo not given) | -5.2 | / | -11.9
Cc1ccc(S(=O)(=O)N2CCN(c3ccc([N+](=O)[O-])cc3)C(=O)C2C)cc1 (stereo not given) | / | 4.5 | 2.5
Cc1cc(C(=O)COC(=O)C2=COCCO2)c(C)n1C1CC1 | -4.1 | 7.9 | -1.5
O=C1CCC([N+](=O)[O-])C(c2cccc(Cl)c2Cl)N1 (stereo not given) | / | -11.4 | -6.0
COc1ccccc1NC(=O)N(Cc1cccc(OS(C)(=O)=O)c1)Cc1ccco1 | -5.0 | 19.7 | -2.9
O=C1/C(=C/c2nc3ccccc3c(=O)[nH]2)c2ccccc2N1Cc1ccccc1 | / | 4.8 | -4.7
Cc1nc(N2CCC(NC3CCCc4ccccc43)CC2)nc2ccc(F)cc12 (stereo not given) | -22.8 | 5.7 | -1.6
Cc1cc(C)cc(N=C2NC(=O)/C(=C\c3cc(Br)c(O)c([N+](=O)[O-])c3)S2)c1 | 6.4 | -15.8 | 4.4
O=C1CN(C(=O)C2CCN(C3CCN(CCCc4ccccc4)CC3)CC2)CCN1 | / | 19.6 | -5.7
CCc1ncc(C(=O)N2CCC(CO)(CN3CCCC3)CC2)cn1 | -3.8 | / | -8.6
CCCCCOc1ccc(C(=O)NCCC(c2ccccc2)c2ccccc2)cc1OCCCCC | -4.7 | 2.8 | -3.4
COc1cccc(C2c3c([nH]c(=O)[nH]c3=O)N=C3COC(=O)C32)c1OC (stereo not given) | / | 2.9 | -3.6
COc1ccc(OCc2nc(CSc3ccc(C(F)(F)F)cn3)cs2)cc1 | -5.3 | 2.0 | -4.2
Cc1cc(NC(=O)C(C)(C)CCl)n(-c2ncnc3c2cnn3-c2cccc(C)c2C)n1 | -6.7 | 9.3 | -1.3
Cc1cc2ncn(CC(O)c3ccc4c(c3)OCCO4)c2cc1C (stereo not given) | 0.7 | -3.9 | -1.3
CCC(NC(=O)c1n[nH]c(=O)[nH]1)c1ncc(C)s1 (stereo not given) | / | 1.7 | -11.5
CCC(C(=O)N1CCN(CC(OCc2ccc(C(=O)OC)cc2)c2cccc(OC)c2)CC1)c1ccccc1 (stereo not given) | 0.3 | / | -2.0
CCOC(=O)CN1C(=O)C2(c3ccccc31)c1c(cc(C)n(C)c1=O)OC(=N)C2C#N (stereo not given) | -9.0 | 0.1 | -6.3
COc1cc(COC2CCCN(C(=O)c3ccc(Cl)c(Cl)c3)C2)cc(OC)c1 (stereo not given) | -4.3 | -1.6 | -5.3

Whole records, quoted from the list. Screens in order: mcGAS inh, NPYLR7 agonist, hcGAS lum
Record of CCOC(=O)CN1C(=O)C2(c3ccccc31)c1c(cc(C)n(C)c1=O)OC(=N)C2C#N (stereo not given) = -9.0, 0.1, -6.3
Record of CCC(C(=O)N1CCN(CC(OCc2ccc(C(=O)OC)cc2)c2cccc(OC)c2)CC1)c1ccccc1 (stereo not given) = 0.3, /, -2.0

Continued:
Molecule | mcGAS inh | NPYLR7 agonist | hcGAS lum
CNC(=O)c1ccc(CNc2ncnc3sc(C)c(C)c23)o1 | / | 1.6 | 0.4
Fc1cccc(F)c1CCC1CCCN(Cc2ccncc2)C1 (stereo not given) | -14.6 | 7.8 | -7.4
O=c1[nH]c(NCCC2CCCCO2)nc2c1CCNCC2 (stereo not given) | / | -3.9 | -2.4
CCSc1nc2c(c(=O)n1-c1ccccc1)SCC2 | / | -2.1 | -3.2
O=C(NCCCNC(=O)[C@H]1CCCN1S(=O)(=O)c1ccc(Cl)c([N+](=O)[O-])c1)c1ccccc1 | -6.3 | 24.2 | -4.7
O=C(NCc1ccccn1)C1CCCN(C2CCN(C(=O)c3ccoc3)CC2)C1 (stereo not given) | / | 10.2 | -4.6
COc1cc(/C=C/C(=O)Nc2cc(C)nn2-c2nc(C)c(C)c(=O)[nH]2)cc(OC)c1OC | -5.9 | 3.7 | -5.5
C/C(=N/NC(=O)COc1ccc(Cl)c(C)c1)c1cccc(NC(=O)c2ccc(C)cc2)c1 | / | 2.2 | 4.1
COCCNC(=O)c1ccc(-n2nc(-c3ccccc3)cc2NC(C)=O)cc1 | / | -9.6 | -3.3
Cc1ccnc(SCCCn2c(N3CCc4ccccc4C3)nc3c2c(=O)[nH]c(=O)n3C)n1 | -6.3 | 0.2 | -2.7
CCCC(=O)Nc1cccc(C(=O)N(C)CC(C)N2CCOCC2)c1 (stereo not given) | / | 2.3 | -10.3
O=C1CC(/C=C/c2ccccc2)Cc2c1cnc1nc(N3CCCCC3)[nH]c(=O)c21 (stereo not given) | -6.8 | -0.3 | -6.8
CC(C)(C)CC(C)(C)Nc1c(-c2ccc(OC(=O)C3CCCC3)cc2)nc2ccccn12 | -2.2 | -14.7 | 2.5
O=[N+]([O-])c1cc(NS(=O)(=O)c2cc(Cl)cc(Cl)c2)ccc1Cl | / | 4.3 | -5.6
COC(=O)CC1C(=O)NCCN1Cc1nc(-c2ccoc2)oc1C (stereo not given) | 0.0 | 2.0&-7.2 | -7.0&4.2
COc1cn(CC(=O)Nc2ccc(C)c(Cl)c2)c(CN2CCCCCC2)cc1=O | -7.6 | 1.5 | -4.2
O=C1C2Sc3[nH]c(=O)sc3C(c3ccccc3)C2C(=O)N1c1ccc(Br)cc1 (stereo not given) | 5.4 | 19.0 | -4.7
CC(C)(C)c1cc(NC(=O)c2cc(C(F)(F)F)ccc2C(F)(F)F)n(-c2cc(Cl)ccc2Cl)n1 | -6.4 | 19.2 | -3.8
O=C(c1ccco1)N1CCN(S(=O)(=O)NCc2ccccc2)CC1 | / | -1.6 | -0.1
COc1c(C)c2c(c(O)c1C/C=C(\C)CCC(=O)O)C(=O)OC2 | / | -6.2&-6.0 | 3.0&-0.3
O=C(c1cn(CCCc2ccccc2)nn1)N1CCC(C(=O)N2CCCC2)CC1 | / | 16.1 | -11.2
CCCCCCCCCC(=O)Nc1ccc(N2CCCC2)c(C(=O)NCc2ccccc2)c1 | -6.3 | -4.8 | -2.5
O=C(CSc1nnnn1C1CCCC1)Nc1cc2[nH]c(=O)[nH]c2cc1Br | / | 18.3 | -4.8
Cc1nccn1-c1ccccc1CNC(=O)CC1NC(=O)c2ccccc21 (stereo not given) | / | 12.7 | -3.0
Cn1c(-c2ccccc2)nn(CN(Cc2ccncc2)C2CC2)c1=S | / | 13.8 | -6.0
CC1=CC[C@@H]2CN(C(=O)CCCn3nc(C)cc3C)C[C@@H]2C1 | -10.4 | 2.8 | -4.6
Cc1ccc(C)c(S(=O)(=O)N2CCCCC2CCNC(=O)C(=O)NCc2cccnc2)c1 (stereo not given) | / | 7.1 | -3.4
CC(=O)Oc1ccc(/C=C2N=C(/C=C/c3ccc(Cl)cc3)OC/2=O)cc1 | 2.7 | 1.3 | 1.2
CCCN(CCC)c1cc(Oc2ccccc2Cl)ncn1 | -2.9 | 2.6 | -3.2
COc1ccc(CN2CCCC(N3CCc4ccccc4C3)C2)c(OC)c1 (stereo not given) | -10.8 | 7.6 | -9.4
O=C(NC1CCCCC1)c1nn2c(C(F)(F)F)cc(-c3ccc(Br)cc3)nc2c1Br | -6.4 | 4.3 | -0.2
CCN(CC)C1=C(c2c(C)[nH]n(-c3cccc(C)c3C)c2=O)C(=O)N(c2ccccc2)C1=O | -7.0 | 15.9 | -8.3
Cc1ccc(-c2nnc(N)o2)s1 | / | -2.5 | -12.4
CC1=C(C(=O)OC(C)C)C(c2cccnc2)C2=C(CC(c3ccc(Cl)cc3)CC2=O)N1 (stereo not given) | -3.5 | 4.3 | -4.5
O=c1[nH]c2cc3ccccc3cc2nc1C(F)(F)F | / | 7.2 | 6.3
C[C@H]1C(=O)N(C)CCN1C(=O)c1ccc(OC2CCN(Cc3ccccn3)CC2)cc1 | -4.5 | -4.9 | -6.8
COCCNc1cc(-c2ncccc2C(F)(F)F)c2cc[nH]c2n1 | -3.5 | 0.1 | -6.8
CCOc1ccccc1NC(=O)N1CC(=O)N2CCc3ccccc3C2C1 (stereo not given) | -8.1 | 0.2 | -7.1
CCOc1ccc(-c2cc3c(=O)n(CC(N)=O)ncn3n2)cc1 | -8.9 | -13.7 | -7.0
Cc1ccc(S(N)(=O)=O)cc1C(=O)OC(C(=O)N1CCCC1)c1ccccc1 (stereo not given) | -7.9 | -2.3 | -3.7

Part of the list above in order of molecular weight, lowest first:
Molecule | mcGAS inh | NPYLR7 agonist | hcGAS lum
Cc1cc2ncn(CC(O)c3ccc4c(c3)OCCO4)c2cc1C (stereo not given) | 0.7 | -3.9 | -1.3
O=C(c1cn(CCCc2ccccc2)nn1)N1CCC(C(=O)N2CCCC2)CC1 | / | 16.1 | -11.2
COc1cc(/C=C/C(=O)Nc2cc(C)nn2-c2nc(C)c(C)c(=O)[nH]2)cc(OC)c1OC | -5.9 | 3.7 | -5.5

(list continues)
Molecule | mcGAS inh | NPYLR7 agonist | hcGAS lum
CCNc1ncc(C(=O)NCc2ccc3nsnc3c2)cn1 | -2.8 | 0.4 | -0.8
Cc1noc(C)c1Cn1nc(C2CCCNC2)n(-c2ccccc2)c1=O (stereo not given) | -8.7 | 3.4 | 5.6
Cc1cc(C(=O)CSc2nnc(-c3ccco3)o2)c(C)n1C1CC1 | / | 8.3 | -5.5
Cc1cccc(-c2ccnc3nc(N4CCN(S(=O)(=O)c5ccc(Br)cc5)CC4)nn23)c1 | -11.3 | 5.4 | -6.4
COC1CCCCC1NC(=O)NCc1ccc(-n2ccnc2)c(F)c1 (stereo not given) | / | -1.3 | -6.6
Cc1noc(C)c1COC(=O)c1cc(Br)c(Br)s1 | / | 2.6&-1.4 | -5.5&-5.5
CCCCCCCCC(=O)Nc1c(-c2cccc(F)c2)nc2ccccn12 | -6.3 | 2.9 | -3.7
Cc1cnc(CN(C)C(=O)c2cn(Cc3ccccc3C(F)(F)F)nn2)[nH]1 | -11.0 | / | -5.3
O=C(NCCSCc1ccco1)c1ccc(-c2cc(-c3ccc(Cl)cc3Cl)[nH]n2)cc1 | -7.8 | 0.0 | -8.0
N[C@@]1(C(=O)O)CS(=O)(=O)[C@H]2[C@H](C(=O)O)[C@H]21 | -0.4 | -1.7 | 0.7
CCCc1oncc1C(=O)N1CCC2(CC1)C(=O)N(C)c1ccccc12 | -12.3 | -6.8 | -4.0
Cc1ccc(OC(C)(C)C(=O)N2CCN3C(=O)CN(C)C(=O)C3C2)cc1 (stereo not given) | / | 6.0 | -7.8
CC(C)C(=O)N1N=C(c2ccc(NS(=O)(=O)c3ccccc3)cc2)CC1c1ccco1 (stereo not given) | -8.4 | -1.0 | -7.2
CC(NC(=O)Cc1cccc2cccnc12)C1CC2CCC1C2 (stereo not given) | / | 3.1 | -11.7
COc1cccc(C(=O)N2CCCC(OCc3cccc(C(F)(F)F)c3)C2)c1 (stereo not given) | / | -4.1 | -1.7
Cc1cc(C(=O)N(CC2CCCO2)c2nc3ccc(F)cc3s2)nn1C (stereo not given) | / | 4.6 | -3.5
COc1ccccc1C1SCC(=O)N1CCC(=O)O (stereo not given) | -2.6 | 4.5 | -2.4
O=S(=O)(NCCOC12CC3CC(CC(C3)C1)C2)c1ccc(Br)s1 | -5.2 | / | -14.0
CCNc1nn(CC(=O)Nc2cccc(CC)c2)c(N)c1-c1nc(-c2ccccc2C)no1 | -9.0 | / | -5.2
CCCC1CCC(c2nc(-c3ccc(Cl)cc3)no2)CC1 (stereo not given) | -5.3 | 3.1 | -6.1
CN1CCN(CC(O)COc2ccc(C34CC5CC(CC(C5)C3)C4)cc2)CC1 (stereo not given) | / | 8.1 | -5.9
CSc1ccc(C(=O)NCC(=O)NCC(c2ccccc2)c2ccccc2)cc1 | / | -14.1 | 0.1
Cc1nn(C)c(C)c1CCC(=O)NC(CCO)C1CC1 (stereo not given) | / | -0.6 | -3.8
COC(=O)C1=C(C)NC2=C(C(=O)CC(C)(C)C2)C1c1coc2ccc(C)cc2c1=O (stereo not given) | -5.9 | 4.4 | -8.5
O=C(Nc1ccccc1N(C(=O)C1CC1)S(=O)(=O)c1cccs1)C1CC1 | / | 1.9 | -6.5
O=S1(=O)NC(=NCCc2ccc3c(c2)OCCO3)c2ccccc21 | -3.7 | -3.1 | -2.6
CCC1(CC)CC(=O)N(c2cccc(OC(F)F)c2C)C1=O | / | -2.3 | -5.1
NC1=NC(=Nc2ncc(S(=O)(=O)c3ccc([N+](=O)[O-])cc3)s2)c2ccccc21 | / | 9.5 | -3.8
Cc1ccc(S(=O)(=O)/C=C/C#N)cc1 | -4.1 | 5.1 | 12.3
COc1ccccc1C=CC(=O)c1ccc(I)cc1 | -1.0 | 5.5 | -10.1

An excerpt from above with just hcGAS lum and mcGAS inh:
SMILES | hcGAS lum | mcGAS inh
O=C(Nc1ccccc1N(C(=O)C1CC1)S(=O)(=O)c1cccs1)C1CC1 | -6.5 | /
O=S1(=O)NC(=NCCc2ccc3c(c2)OCCO3)c2ccccc21 | -2.6 | -3.7
CCC1(CC)CC(=O)N(c2cccc(OC(F)F)c2C)C1=O | -5.1 | /

New compounds follow.
Molecule | mcGAS inh | NPYLR7 agonist | hcGAS lum
Cc1c(C(=O)N2CCC(n3c(=O)[nH]c4ccccc43)CC2)cc(-c2ccccc2)n1-c1ccc(F)cc1F | -2.5 | 2.6 | -7.3
CCOC(=O)N1C2Sc3cccnc3C1Sc1ncccc12 (stereo not given) | / | 5.6 | -7.8
C=CCCC(O)CN(Cc1ccccc1)Cc1ccccc1C (stereo not given) | -4.3 | 22.0 | -5.8
CC(C)(C)CC(C)(C)Nc1c(-c2ccccc2)nc2ccccn12 | -1.8 | -8.7 | 5.7
CC1Cc2ccccc2N1C(=O)Cn1c(=O)cc(O)c2ccccc21 (stereo not given) | -5.8 | -0.2 | -9.8
COC(=O)CCC(=O)N1CCN(c2nc3nccc(-c4ccc(C(C)(C)C)cc4)n3n2)CC1 | -8.4 | 6.9 | -10.0
Cc1ccn2cc(C(=O)Nc3nc4ccccc4s3)nc2c1 | / | 11.3 | -11.6
